High-throughput results from PubChem.
Ins promoter up – MIN6 insulin promoter up-regulation | 0.3% of 190,000 active | z-score at 5 µM | MIN6 insulin promoter-GFP reporter, high-content imaging; active compounds read high;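 active means z-score above 3 at 5 µM with at least 500 cells counted in the well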
Autophagy mod – modulators of autophagy. calls only at 10 µM (by protocol). 0.98% of 190,000 active. AID 463193. MEF GFP-LC3 puncta imaging; test concentration mostly 10 µM;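 active means percentage of spot-positive cells more than 3 SD above its plate mean, without a fluorescence outlier flag or 80% toxicity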;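 further: spot-positive cell cutoff set from DMSO-treated cells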
Lipid droplet – hepatic lipid droplet formation modulation; inhibition, % at 6.5 µM; AML12 mouse hepatocytes, oleate lipid droplets, BODIPY imaging; AID 1656; 0.4% of 240,000 active;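 active means lipid droplet intensity inhibited by at least 50%, with more than 500 cells counted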
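Test system: AML12 hepatocytes (mouse); reagent: oleate loading, 100 µM; dosing: one dose, 6.5 µM compound; incubation: overnight exposure; signal: fluorescence imaging, 20x objective, two fields per well; read-out basis: % inhibition of corrected integrated BODIPY droplet signal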
Dynein cargo inh – dynein cargo transport inhibition. 3617.4 mouse cells, GR-EGFP nuclear translocation imaging; test concentration mostly 20 µM; stimulated with dexamethasone, 1 µM; active compounds read low. z-score, hits read low. 0.47% of 220,000 active. AID 1381;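 active means plate z-score of nuclear minus cytoplasmic receptor signal below a set negative limit, without overly bright fluorescence or cell loss, cut at about -3.5 in these data, passing the limit was not always enough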;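 further: z-score of nuclear minus cytoplasmic ring GR-EGFP intensity difference per well; some compounds called inactive have numbers as strong as hits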
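Buffer or medium: tet-free, stripped-serum medium; reagent: dexamethasone at 1.0 µM final, 30 min; incubation: 48 h induction, 1 h compound, 30 min dex at 37 °C; measured by: formaldehyde fixation, Hoechst nuclear stain, 10x automated fluorescence imaging; read-out: nuclear-to-cytoplasmic GR-EGFP distribution per well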
WT yeast gro inh – growth inhibition of WT yeast, mitochondrial fusion screen | mitochondrial fusion phenotypic screen, WT strain | inhibition, % at 10 µM | AID 1362 | 2.1% of 190,000 active; in the data active means inhibition above about 58%; tested in S. cerevisiae
Yfh1-off respiration – mitochondrial function rescue without frataxin homolog – Friedreich's ataxia, plus single-dose screen, dose response (AID 1465) | S. cerevisiae Yfh1-off respiration, WST-1 reduction, 72 h; higher fold induction means a stronger effect | fold induction at 50 µM, or EC50 in µM where a hit was titrated | 0.074% of 220,000 active;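 active means fold induction of absorbance versus untreated yeast above a set limit, then at least 30% activation at any dose in follow-up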;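 further: activators that raise dye reduction in frataxin-depleted yeast; strong numbers were not always called active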
b-catenin transl – modulators of beta-catenin nuclear translocation. HeLa beta-catenin nuclear translocation, immunofluorescence imaging. nuclear translocation activity, % at 5 µM. 0.3% of 190,000 active. AID 1665;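 active means nuclear translocation activity above 50% at 5 µM, with a well cell count of 50 or more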;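 further: per-cell ratio of nuclear to cytoplasmic median beta-catenin stain intensity; plate controls were DMSO negative control for no effect and GSK-3 inhibitor IX positive control for full effect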
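test system = HeLa cells, endogenous beta-catenin | dosing = single 5 µM dose plus 0.02–20 µM confirmation series | times = compound treatment 24 h, 37°C, 5% CO2 | technique = beta-catenin immunofluorescence imaging with DAPI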
MT stabilize HCS – microtubule stabilization, imaging screen | HeLa tubulin immunostaining HCS, 24 h; share of cells brighter than vehicle mean+2SD | % tubulin-high responders, % at 10 µM | 0.83% of 200,000 active | AID 2205;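 active means plate Z-score above 3 for both tubulin-high and condensed-nucleus cell shares, with cell loss under 80%, at 10 µM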;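 further: anti alpha tubulin signal scored within the nucleus-defined area of each cell; some results filed as inactive read as strong as hits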
HEK293 NOD2/NF-kB – inhibition of NOD2-driven NF-kB reporter – cell-based, luminescence, uHTS, HEK293 (AID 1566). HEK293 NOD2/NF-kB luciferase reporter, luminescence; higher % means a stronger effect. 0.63% of 290,000 active. one-dose inhibition, % at 4 µM; EC50 in µM for titrated hits; in the data active means inhibition above about 50%; further: many of its hits are not listed in these tables
WT yeast gro inh mutant strain – further read-out of WT yeast gro inh, marked with its call; inhibition, %; mitochondrial fusion phenotypic screen, mutant strain inhibition
Dynein cargo inh cytoplasmic EGFP – second read-out of Dynein cargo inh, no call of its own (marks repeat the call); z-score; measured here: cytoplasmic GR-EGFP intensity; active compounds read high
Dynein cargo inh nuclear GR-EGFP – further read-out of Dynein cargo inh, marked with its call; z-score; measured here: nuclear GR-EGFP intensity;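 lower value marks the stronger effect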
Dynein cargo inh cell count – also measured in Dynein cargo inh; calls as there; z-score; measured here: cell count per field
Ins promoter up cell count – second read-out of Ins promoter up, no call of its own (marks repeat the call); cell count; measured here: cytotoxicity, nuclei count;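 total cells summed across four imaged fields per well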
Lipid droplet cells 6.5 µM – further read-out of Lipid droplet, marked with its call; cell count; measured here: cell count, cytotoxicity flag;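 cells counted across two imaged fields per well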
b-catenin transl cell count 5 µM – second read-out of b-catenin transl, no call of its own (marks repeat the call); cell count; measured here: cell count, cytotoxicity flag
MT stabilize HCS Hoechst-high % – also measured in MT stabilize HCS; calls as there; % Hoechst-high responders; measured here: nuclear condensation Hoechst responders;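 share of cells brighter than vehicle mean plus two SD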
MT stabilize HCS cytotoxicity % – further read-out of MT stabilize HCS, marked with its call; toxicity, %; measured here: cytotoxicity by cell density;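 0% = mean cell density of plate MIN control wells and 100% = no cells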
Autophagy mod cell loss 18 h – second read-out of Autophagy mod, no call of its own (marks repeat the call); toxicity, %; measured here: cell loss, nuclei count;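 cell loss after 18 h compound exposure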
Starred values were filed as active, the others as inactive; i = inactive; x = no result given; + = active, no number.

Second line of a record: Ins promoter up	Autophagy mod	HEK293 NOD2/NF-kB	Lipid droplet	Lipid droplet cells 6.5 µM	MT stabilize HCS Hoechst-high %	b-catenin transl cell count 5 µM	MT stabilize HCS cytotoxicity %	WT yeast gro inh	Ins promoter up cell count	Dynein cargo inh nuclear GR-EGFP	b-catenin transl	Autophagy mod cell loss 18 h	Dynein cargo inh	Dynein cargo inh cell count	Yfh1-off respiration	WT yeast gro inh mutant strain	MT stabilize HCS	Dynein cargo inh cytoplasmic EGFP
1) Cc1ccc(C(=O)NNC(=S)NC(=O)COc2ccccc2)cc1
  -0.17	i	29%	0	784	0.6	1176	7.8	84*	939	0.21	0.4	4	-0.72	0.5	i	73*	1.6	-0.25
2) COC(=O)CC1Oc2ccccc2N(Cc2ccccc2)C1=O (stereo not drawn)
  -0.3	i	10%	-17	718	2.6	1121	8.2	26	1822	-0.31	-1.7	-4	-0.96	1.1	i	17	3.0	-0.21
3) CCOC(=O)c1cccc(NC(=O)Cn2cc3c(n2)CCC(C)C3)c1 (stereo not drawn)
  x	i	2%	0	723	1.2	1100	2.7	6	x	0.39	0.8	-8	0.53	0.49	i	5	2.5	-0.21
4) O=C(NC1CCCCC1)C12CC3CC(C1)CC(n1cncn1)(C3)C2
  0.2	i	7%	x	x	1.7	1361	9.3	11	1628	0.57	-1.4	-24	0.079	0.21	i	-8	2.4	-0.21
5) CC1CCN(C(=O)COC(=O)c2ccccc2NC(=O)c2ccco2)CC1
  -0.42	i	-19%	13	656	2.4	933	7.0	-17	1604	0.17	2.8	-27	-0.2	0.29	i	-5	4.1	0.89
6) COc1cc(OC)cc(C(=O)NCC(=O)OCC(=O)Nc2cc(S(C)(=O)=O)ccc2Cl)c1
  -0.36	x	-4%	-5	779	x	1277	x	x	1426	-0.41	1.5	x	-0.36	-0.52	i	x	x	-0.24
7) C/C(Nc1ccc(F)cc1)=C(/C#N)C(N)=O
  x	i	1%	x	x	1.9	x	7.9	9	x	-0.17	x	56	-0.56	0.47	i	2	2.0	-0.21
8) COc1nnc(-c2ccc(C(=O)N3C[C@@H]4C[C@H](C3)c3cccc(=O)n3C4)cc2)c2ccccc12
  x	i	-5%	x	x	1.9	x	1.7	-19	x	-0.088	x	1	-0.57	0.31	i	-2	3.2	-0.2
9) CCOC(=O)c1ccc(-c2cccc(C(F)(F)F)c2)nc1C
  -0.16	i	8%	-6	604	1.6	1043	6.8	3	1837	-0.1	-1.1	-2	-0.51	0.37	i	0	1.3	-0.32
10) Cn1c(N2CCC(C(N)=O)CC2)nc2c1c(=O)n(Cc1cccc(Br)c1)c(=O)n2C
  0.26	i	19%	x	x	2.6	781	1.0	11	1067	0.48	5.3	1	0.24	-0.3	i	8	5.2	0.046
11) CCOC(=O)c1ccc(NC(=O)c2nc[nH]c2C(=O)NCCCCCNC(=O)OC(C)(C)C)cc1
  -1.6	x	10%	3	655	x	1407	x	x	982	0.37	-0.3	x	0.42	0.059	i	x	x	-0.71
12) COC(=O)[C@H]1C2CCC(C(=O)OC)(CC2)[C@H]1C(=O)OC
  -0.37	i	-10%	x	x	1.5	1058	2.1	-6	1236	-0.35	-5.9	-2	-0.61	0.29	i	-2	1.0	-0.075
13) O=C(NC1CCCC1)C(c1ccc(N2CCOCC2)cc1)N(Cc1ccccc1)C(=O)c1ccco1 (stereo not drawn)
  -0.78	i	-2%	x	x	2.0	1023	8.9	-9	907	0.25	-1.1	7	0.3	0.045	i	-21	1.2	-0.22
14) CCOC(=O)c1sc2nc(CC(C)C)c3c(c2c1N)CCC3
  x	i	6%	16	490	2.7	1035	1.3	4	x	0.62	-1.1	2	0.9	0.15	i	5	3.7	-0.11
15) CN1/C(=C/C(=O)CSc2ccccc2C(=O)O)C(C)(C)c2ccccc21
  0.13	x	-5%	1	737	x	1289	x	x	1145	-0.27	0.0	x	-0.34	0.28	i	x	x	-0.25
16) COc1ccc2c(c1)c(=O)oc1cc(OCC(=O)N3CCc4ccccc4C3)ccc12
  0.86	i	12%	-1	747	1.1	1112	13	-22	882	-0.48	0.6	-3	-0.73	2.1	i	-5	1.5	-0.12
17) CCOc1cc(S(=O)(=O)N2CCCC2)c(C)cc1C
  -0.18	i	13%	0	730	1.3	1066	4.8	-5	1487	1.6	-3.7	11	1.4	-1.7	i	8	2.6	1.3
18) COc1ccc(CCCc2nnc(SCC(=O)Nc3cccc(C)c3)o2)cc1
  0.46	i	14%	1	747	1.9	x	13	8	813	0.24	x	-1	0.61	0.57	i	14	1.0	-0.4
19) Cc1cccc(N2CCN(C(=S)Nc3ccc4nc(N5CCOCC5)cc(C)c4c3)CC2C)c1 (stereo not drawn)
  -0.58	i	8%	3	715	2.2	1101	4.4	-9	1057	0.23	-0.4	-1	-0.52	0.69	i	-5	5.6	-0.29
20) CCOC(=O)CSc1nnc(NC(=O)c2cc([N+](=O)[O-])cc([N+](=O)[O-])c2)s1
  0.02	i	4%	-1	664	2.0	930	6.5	6	1332	1.2	-1.1	11	0.99	-2.1	i	5	1.9	-0.18
21) Cc1ccc(S(=O)(=O)CCC(=O)OCn2nnc3ccccc3c2=O)cc1
  -0.06	i	-2%	2	658	2.8	1503	3.8	-3	1543	1.3	0.4	13	1.9	-0.11	i	-3	7.5	-0.36
22) CCc1ccc(C2C(C#N)=C(N)OC3=C2C(=O)CCC3)s1 (stereo not drawn)
  0.23	i	1%	-3	548	0.9	1529	4.0	-1	1484	0.6	0.4	9	0.47	-0.8	i	14	2.0	-0.13
23) N#CC1=C(N)Oc2cc(N)ccc2C1c1ccc(F)cc1 (stereo not drawn)
  1.4	i	-10%	6	784	6.2	1121	34	5	876	-0.15	1.2	-6	-0.74	0.35	i	5	30	-0.34
24) Cc1cc(C#N)c(C)n1-c1cc(C(F)(F)F)ccc1N1CCOCC1
  -0.89	i	2%	x	x	2.4	973	11	6	1250	-0.17	-4.7	19	-0.63	-0.013	i	2	2.9	-0.23
25) N#C/C(Cn1c[n+](NC(=O)Nc2ccccc2)cn1)=N/O
  1.6	i	9%	x	x	2.6	853	0.3	-11	1227	0.64	-2.8	15	1.1	-0.69	i	-2	4.6	-0.28
26) C/C(=N\NC(=O)c1cc(C)nc2ccccc12)c1ccc([N+](=O)[O-])cc1
  0.25	i	5%	-17	667	1.4	1036	4.7	-11	1089	-0.12	-1.9	14	-0.54	0.8	i	4	4.1	-0.27
27) O=C(O)CC1(CC(=O)Nc2cc(F)ccc2Cl)CCCCC1
  x	x	1%	-4	719	x	1197	x	x	x	-0.58	-4.5	x	-1.1	0.89	i	x	x	-0.26
28) C=CCN(CC(=O)NCc1ccc(OC)cc1)C(=O)c1csnn1
  -0.91	i	18%	-4	750	2.9	1143	12	23	1303	0.92	-1.4	-28	1.9	-1.1	i	20	2.1	-0.17
29) CC(C)CCSc1nnc(N)s1
  -0.64	x	4%	6	662	x	1293	x	x	996	1.1	0.2	x	1.1	-2.3	i	x	x	-0.039
30) COc1ccc(CNCC(O)(c2ccccc2)c2ccc(Cl)cc2)cc1 (stereo not drawn)
  0.38	i	-6%	-11	655	0.9	1127	9.0	-7	1819	x	0.1	7	x	x	i	-13	1.4	x
31) COc1ccc(-c2nc3scc(-c4ccc(OC)c(OC)c4)c3c(=O)o2)cc1
  -1.2	+	12%	x	x	2.8	x	13	-28	1325	-0.28	x	-0.1*	-0.65	0.63	i	-109	3.9	-0.42
32) COCCn1c(C)cc(C(=O)CSc2ccc3ccccc3n2)c1C
  0.06	i	-51%	-3	771	2.0	1143	1.3	-9	969	0.18	1.2	0	-0.4	0.71	i	17	2.5	-0.25
33) CC1CN(c2cc(=O)n(Cc3ccc(F)cc3)c(=O)[nH]2)CC(C)O1 (stereo not drawn)
  0.94	i	9%	x	x	3.1	x	5.8	-4	1077	-0.044	x	4	-0.4	0.14	i	-12	5.4	-0.18
34) O=c1cc(CN2CCN(c3ccccc3O)CC2)nc2sccn12
  0.59	i	13%	13	768	1.2	x	3.2	7	778	-0.045	x	10	-0.24	-0.72	i	-1	1.6	-0.17
35) Cc1ccccc1C1=NC(c2ccc(F)cc2F)ON1 (stereo not drawn)
  0.3	i	-12%	5	803	2.0	1089	1.7	12	1194	-0.0024	-3.5	3	-0.32	0.25	i	-8	3.4	-0.23
36) Cn1cc2cc([N+](=O)[O-])ccc2n1
  x	i	-6%	-5	666	2.2	x	5.4	-5	x	0.14	x	1	-0.27	-0.34	i	10	5.0	0.053
37) Cc1cnc(C(=O)OCC(=O)Nc2oc(-c3ccccc3)c(-c3ccccc3)c2C#N)cn1
  -0.06	i	-5%	x	x	1.8	1011	11	5	1168	0.97	-3.4	22	1.2	-0.6	i	5	8.7	-0.39

The list is partial. The share of hits here may be higher or lower than overall.
